Bioassay records as filed in PubChem.
GBA activity up: glucocerebrosidase activity enhancement; P04062; AID 784; 30,000 tested, 0.44% active; L444P Gaucher fibroblasts, 4-MU-glucoside fluorescence, 3 days; activation, % at 10 µM; in the data active = activation above about 65%;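 also: 0% = vehicle wells and 100% = positive control wells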
Target sequence (P04062 whole entry L483P): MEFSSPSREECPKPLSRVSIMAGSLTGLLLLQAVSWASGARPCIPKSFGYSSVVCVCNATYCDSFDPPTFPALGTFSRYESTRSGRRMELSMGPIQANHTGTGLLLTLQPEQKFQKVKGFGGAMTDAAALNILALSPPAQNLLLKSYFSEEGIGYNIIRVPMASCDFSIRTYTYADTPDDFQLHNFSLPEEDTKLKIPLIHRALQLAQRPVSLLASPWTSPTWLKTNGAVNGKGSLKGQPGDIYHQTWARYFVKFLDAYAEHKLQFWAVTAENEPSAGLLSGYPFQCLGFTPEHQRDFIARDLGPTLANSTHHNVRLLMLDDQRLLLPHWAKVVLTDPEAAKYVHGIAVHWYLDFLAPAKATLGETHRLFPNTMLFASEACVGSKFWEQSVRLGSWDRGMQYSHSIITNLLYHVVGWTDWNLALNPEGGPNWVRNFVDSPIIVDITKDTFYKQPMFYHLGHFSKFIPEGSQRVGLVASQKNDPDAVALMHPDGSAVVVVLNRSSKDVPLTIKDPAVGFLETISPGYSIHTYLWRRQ
An asterisk follows results filed as active. This is a subset. The share of hits here may be higher or lower than overall.

Sample of the layout, 18 compounds:
SMILES	GBA activity up
O=c1cc[nH]c2cc(C(F)(F)F)ccc12	-18.0
CCN(CC)C(=O)CSc1nnc(CCNC(=O)OC(C)(C)C)o1	-26.1
O=C(CSc1nnc(-c2ccccn2)n1Cc1ccccc1)NC1CCCC1	-7.6
CCSc1ccccc1C(=O)Nc1cccc(OC)c1	-7.1
CCOc1cc(N2CCOCC2)c(OCC)cc1NC(=O)Cc1cn2ccsc2n1	26.0
Cc1cccc(C)c1N1CCN(S(=O)(=O)c2ccc(F)cc2)CC1	-0.8
CCOc1ncccc1C(=O)OCc1nnc(-c2ccccc2)o1	-11.0
O=C(c1ccco1)N1CCN(C(c2ccc(Cl)cc2)c2nnnn2CC2CCCO2)CC1 (stereo unspecified)	0.8
C/[N+]([O-])=C1\Cc2ccccc2C1=O	-16.9
Cn1cnnc1Sc1nc2c(c(=O)n(C)c(=O)n2C)n1Cc1ccccc1Cl	-13.4
CN(C)C(CNC(=O)CCCc1c[nH]c2ccccc12)c1ccco1 (stereo unspecified)	-0.3
CCOC(=O)CSc1nnc(CNC(=O)c2cccs2)n1-c1cc(OC)ccc1OC	-22.4
Cc1ccsc1C=Nc1c(C)n(C)n(-c2ccccc2)c1=O	8.1
O=C(CCC1CCCC1)Nc1ccc(Br)cn1	-12.8
O=C(CCC1=NS(=O)(=O)c2ccccc2N1)NC1CCCCCCC1	2.6
CCOc1ccc(CCNS(=O)(=O)c2cccc3nsnc23)cc1OCC	-0.1
Cc1cc(=O)n2[nH]c(-c3ccccc3)cc2n1	-5.2
O=C(CSc1ncccc1C(=O)O)NCc1ccc(F)cc1	-5.4

The listing, repeating the preview:
SMILES	GBA activity up
O=c1cc[nH]c2cc(C(F)(F)F)ccc12	-18.0
CCN(CC)C(=O)CSc1nnc(CCNC(=O)OC(C)(C)C)o1	-26.1
O=C(CSc1nnc(-c2ccccn2)n1Cc1ccccc1)NC1CCCC1	-7.6
CCSc1ccccc1C(=O)Nc1cccc(OC)c1	-7.1
CCOc1cc(N2CCOCC2)c(OCC)cc1NC(=O)Cc1cn2ccsc2n1	26.0
Cc1cccc(C)c1N1CCN(S(=O)(=O)c2ccc(F)cc2)CC1	-0.8
CCOc1ncccc1C(=O)OCc1nnc(-c2ccccc2)o1	-11.0
O=C(c1ccco1)N1CCN(C(c2ccc(Cl)cc2)c2nnnn2CC2CCCO2)CC1 (stereo unspecified)	0.8
C/[N+]([O-])=C1\Cc2ccccc2C1=O	-16.9
Cn1cnnc1Sc1nc2c(c(=O)n(C)c(=O)n2C)n1Cc1ccccc1Cl	-13.4
CN(C)C(CNC(=O)CCCc1c[nH]c2ccccc12)c1ccco1 (stereo unspecified)	-0.3
CCOC(=O)CSc1nnc(CNC(=O)c2cccs2)n1-c1cc(OC)ccc1OC	-22.4
Cc1ccsc1C=Nc1c(C)n(C)n(-c2ccccc2)c1=O	8.1
O=C(CCC1CCCC1)Nc1ccc(Br)cn1	-12.8
O=C(CCC1=NS(=O)(=O)c2ccccc2N1)NC1CCCCCCC1	2.6
CCOc1ccc(CCNS(=O)(=O)c2cccc3nsnc23)cc1OCC	-0.1
Cc1cc(=O)n2[nH]c(-c3ccccc3)cc2n1	-5.2
O=C(CSc1ncccc1C(=O)O)NCc1ccc(F)cc1	-5.4
O=C(Nc1ccc(N2CCOCC2)cc1)C1CCN(S(=O)(=O)Cc2ccccc2)CC1	-48.9
CC(C)Cn1c(CN2C(=O)c3ccccc3C2=O)nc2ccccc2c1=O	-19.4
Cc1c(NC(=O)C(C)N2CC(C)OC(C)C2)c(=O)n(-c2ccccc2)n1C (stereo unspecified)	13.6
COc1ccccc1Nc1nc(N)nc(CN2CCC(Cc3ccccc3)CC2)n1	-6.9
Cc1ccc(-n2nc3c(c2NC(=O)c2ccc4c(c2)OCO4)CSC3)cc1	-87.6
O=C(NC12CC3CC(CC(C3)C1)C2)N1CCC(n2nnc3ccccc32)CC1	-17.4
CCOC(=O)c1cnn2c(C)cc(-c3ccccc3)nc12	-25.0
CCOC(=O)c1sc(NC(C)=O)c(C(=O)OCC)c1C	-5.6
Cc1cc(C)nc(-n2nc(C)cc2NC(=O)c2cccc(S(=O)(=O)N(C)C)c2)n1	-21.0
O=C1c2ccccc2S(=O)(=O)N1Cc1nc2ccccc2s1	-12.8
CCOC(=O)N1CCC(NC(=O)c2cc(S(=O)(=O)N3CCc4ccccc43)cn2C)CC1	-0.1
O=C(Nc1ccc2snnc2c1)N1CCOCC1	3.9
CS(=O)(=O)NCc1csc(-c2ccccc2)n1	25.0
CCC(Oc1ccccc1)C(=O)Nc1ccc(-c2nnc(-c3ccco3)o2)cc1 (stereo unspecified)	0.1
CCOc1ccc(OCC)c(NC(=O)CSc2nnc(Cn3cnc4ccccc43)n2C)c1	-17.8
N#Cc1nc(COc2ccc(Cl)cc2)oc1N1CCCCCC1	-40.6
COCCNC(=O)c1cnn2c(C(F)(F)F)cc(-c3ccc4c(c3)OCO4)nc12	-1.0
O=C(Nc1nnc(-c2ccncc2)s1)C1CCCO1 (stereo unspecified)	-14.7
Cc1occc1C(=O)Nc1nccs1	1.6
C1CCC2(CC1)OCC1(CO2)COC2(CCCCC2)OC1	2.8
Cc1cnn(C(=S)NCc2ccco2)c1	-10.4
CN(C)C=Nc1ncc2c3ccccc3n(CCN(C)C)c2c1C#N	-27.6
COc1ccc2[nH]c3ccc(OC)cc3c2c1	6.8
O=C(c1cc2ccccc2oc1=O)N1CCN(C(=O)C2CCCO2)CC1 (stereo unspecified)	-1.2
CC(C)c1nnc(NC(=O)CCC(=O)NCc2ccco2)s1	-13.1
COc1ccc(OC)c(-n2c(SCC(=O)NCc3ccco3)nnc2-c2c[nH]c3ccccc23)c1	6.1
COc1cccc2cc(C(=O)N3CCc4ccccc4C3)c(=O)oc12	1.3
COc1cc(S(=O)(=O)NCCc2ccc3c(c2)OCO3)ccc1-n1cnnn1	-3.2
O=C(c1ccccc1)c1ccc(N2CCCC2)cc1	12.5
CCCOc1ccc(Cn2c(=O)oc3ccc(C)cc32)cc1OC	-8.3
Cn1c(=O)c2c(nc(CN3CCc4ccccc4C3)n2Cc2ccccc2F)n(C)c1=O	-11.0
Cc1cc(Oc2ccccc2)nc(N)n1	2.8
CCNC(=O)c1ccc(NS(=O)(=O)c2ccccc2)cc1	-13.3
Cn1c(=O)c2c(nc(NCc3ccco3)n2C)n(C)c1=O	-67.5
Oc1ccc(Oc2ncc(Cl)cc2Cl)cc1	2.0
Cn1c(SCC(=O)NC(C)(C)C)nc(O)cc1=O	-26.1
COc1ccc(C2C=C(c3ccccc3)Nc3ncnn32)cc1 (stereo unspecified)	-1.2
O=C(CN1CCC(NC(=O)Nc2ccccc2-c2ccccc2)CC1)NCc1ccco1	-30.6
O=C(Nc1ccccc1N1CCN(C(=O)c2ccccc2)CC1)c1ccc2c(c1)OCO2	24.7
CCOC(=O)c1[nH]c(C)c(C(=O)NC2CCN(C(=O)OCC)CC2)c1C	-16.5
CCc1ccc2[nH]c(=O)c(CN(CCN3CCCC3)C(=O)NC3CCCCC3)cc2c1	3.2
O=C(NC1CCCCCCC1)C1CCN(S(=O)(=O)N2CCC3(CC2)OCCO3)CC1	-32.6

Remaining list, next part:
SMILES	GBA activity up
N#Cc1ccccc1CSc1nc(N2CCCCC2)nc(N2CCCCC2)n1	6.5
O=C1c2cccc3c(Cl)ccc(c23)C(=O)N1O	-10.3
O=C(Nc1ccc(Cl)cc1C(=O)N1CCOCC1)c1ccco1	-10.9
CCc1nnc(NC(=O)c2c(O)c3cccc4c3n(c2=O)CC4)s1	-0.6
Cc1ccc(-n2ncc3c(NCc4ccccn4)ncnc32)c(C)c1	-7.5
COC(=O)c1ccc(CNC(=O)CSc2nnc(COc3ccccc3)n2C)o1	-8.5
CCN(CC)S(=O)(=O)c1ccc(-c2nnc(SCC(=O)N3CCc4ccccc43)o2)cc1	-20.3
C=CCOc1ccccc1/C=N/O	5.7
Cc1ccc(C(=O)N(CN2CCCC2=O)c2ccc(F)cc2)cc1	4.8
CCOC(=O)c1nc2sc3c(c2c(=O)[nH]1)CCCC3	-10.2
CCOC(=O)CCCNC(=O)COC(=O)CCC(=O)c1ccc(F)cc1	-16.8
CCOC(=O)C(NC(C)=O)(NS(=O)(=O)c1ccccc1)C(F)(F)F (stereo unspecified)	-18.3
CCc1ccc2[nH]cc(C(=O)N3CCCCCC3)c(=O)c2c1	8.2
COc1ccccc1N1CCN(C(=O)CCNS(=O)(=O)c2ccc3c(c2)CCC(=O)N3)CC1	-14.0
COc1ccccc1NC(=O)c1cc2n(n1)C(C(F)(F)F)CC(c1ccc3c(c1)OCO3)N2 (stereo unspecified)	15.4
O=C1CC(N(O)c2ccccc2)C(=O)N1c1cc(Cl)cc(Cl)c1 (stereo unspecified)	49.4
COc1ccc2nc(NC(=O)CCc3nc(-c4ccccc4F)no3)sc2c1	-10.9
Cc1ccc(S(=O)(=O)Nc2ccc(-c3nnc(SCC#N)n3C)cc2)cc1	-4.0
Cc1csc(SCC(=O)Nc2nc(-c3ccccc3)cs2)n1	-3.1
CCOc1ccc(-c2nc(-c3ccc(OC)cc3)no2)cc1OCC	1.4
O=C(O)C1CCCN1S(=O)(=O)c1ccc(Br)s1 (stereo unspecified) (tested in a mixture with another compound)	-4.4
CC(=O)N1CCN(c2ccc(NC(=O)c3ccccc3Br)cc2Cl)CC1	-15.2
CC(CN1CCCCC1)OC(=O)c1cc2ccccc2o1 (stereo unspecified)	-16.1
CCOc1ccc(NC(=O)CN2CCN(CC(=O)c3ccc(OCC)cc3)CC2)cc1	-18.5
CCCc1cc(=O)[nH]c(SCC(=O)N(C)CC(=O)Nc2ccc(C)cc2)n1	10.3
Cn1c(SCC(=O)Nc2ccc3cn[nH]c3c2)nnc1-c1cccs1	-8.9
COc1ccc(N2CCN(CCNC(=O)c3cccn4c(=O)c5ccc(Cl)cc5nc34)CC2)cc1	-67.8
Oc1cnn(-c2ccccc2)c1	9.8
CCOc1ccc2nc(COC(=O)c3ccco3)c(C(C)=O)[n+]([O-])c2c1	-10.2
Cc1nc(SCn2nnc3ccccc3c2=O)c2c(C)c(C)sc2n1	-25.2
CCCCC(NC(C)=O)c1nc2ccccc2n1CCCC (stereo unspecified)	-5.8
CC(=O)COc1ccc2c3c(c(=O)oc2c1C)CCCCC3	-18.6
CCOc1cc(NS(=O)(=O)CC)c(OCC)cc1NC(=O)c1ccco1	-1.0
O=C(Nc1ccc(Cl)cc1C(=O)Nc1ccncc1)c1ccco1	-7.8
COc1ccc(CCNS(=O)(=O)c2ccc(F)cc2)cc1OC	3.8
COc1ccc(NC(=O)C2CCCN(S(=O)(=O)c3cccnc3)C2)cc1 (stereo unspecified)	14.0
CC1CC(C)CN(Cc2nc(N)nc(Nc3ccc4ccccc4c3)n2)C1 (stereo unspecified)	-6.7
O=C1CCCc2c1cc(C(=O)Nc1ccc(Br)cn1)c(=O)n2-c1ccccc1	-7.3
COc1ccc(-c2nnc(SCC(=O)NC(C)c3ccccc3)o2)cc1OC (stereo unspecified)	-31.6
O=C(c1ccccc1C(=O)N1CCN(c2ccccc2)CC1)N1CCN(c2ccccc2)CC1	-5.0
Cc1ccc(S(=O)(=O)c2cc3c(=O)n4ccccc4nc3n(Cc3ccco3)c2=N)cc1C	-58.5
CC(=O)c1cccc(NS(=O)(=O)c2ccc3c(c2)oc(=O)n3C)c1	-2.2
O=C(CN(C(=O)CCC(=O)Nc1ccccn1)c1ccc2c(c1)OCCO2)NCCc1ccccc1	25.4
CN(C)S(=O)(=O)c1ccc(C(=O)Nc2nnc(Cc3ccccc3)s2)cc1	-3.0
COc1ccccc1NC(=O)COC(=O)CNC(=O)c1ccc(OC)c(OC)c1	-7.6
O=C(CSc1nnc2scc(-c3ccccc3)n12)N1CCCc2ccccc21	-13.0
Cc1c(C(=O)O)oc2ccc(S(=O)(=O)NCCC3=CCCCC3)cc12	-30.0
COCc1nnc(SCC(=O)NCc2ccccc2)n1-c1ccccc1	-9.4
Cc1c(C(=O)NCc2cccnc2)oc2ccc(S(=O)(=O)N3CCCCC3)cc12	-2.6
Cc1cnc(C(=O)Nc2ccccc2-n2cccc2)cn1	0.8
O/N=C(\Cc1cscn1)c1ccc(O)cc1O	3.1
COc1ccc(CCNC(=O)CN(c2ccccc2OC)S(C)(=O)=O)cc1OC	-24.6
O=C(CCS(=O)(=O)c1cccc2nonc12)NCCc1ccccc1	-8.1
O=C(Nc1sc2c(c1C(=O)NC1CCCCC1)CCC2)c1ccco1	3.3
Cc1cc2cc(CN(Cc3ccc4c(c3)OCO4)C(=O)c3cnccn3)c3nnnn3c2cc1C	-3.5
CCOC(=O)c1ccccc1NS(=O)(=O)c1ccc(S(=O)(=O)N2CCCC2)cc1	-1.2
N#Cc1nc(-c2ccco2)oc1N1CCCC1	-21.6
O=C(NCCN1CCOCC1)c1cccs1	22.0
Cc1cccc2cc(CN(Cc3nnnn3C3CCCC3)C3CCCCC3)c(=O)[nH]c12	10.3
COC(=O)c1[nH]c(C)c(/C(O)=C2\C(=O)C(=O)N(CCN(C)C)C2c2ccc(OC)cc2)c1C (stereo unspecified)	-14.8

More records:
SMILES	GBA activity up
CC(=O)NCCc1cc2cc(C)c(C)cc2[nH]c1=O	-2.4
CCOC(=O)c1sc(NC(=O)CSc2ncn[nH]2)c(C#N)c1C	1.0
CCCn1cc(S(=O)(=O)CC(=O)Nc2ccc(OCC)cc2)c2ccccc21	33.6
O=C(NCc1ccco1)c1csc2c1CCCCC2	-1.9
Cc1ccc(-n2ncc(C(=O)N3CCc4ccccc4C3)c2NC(=O)c2ccco2)cc1C	-2.2
CC1CC(C)CN(CC(C)(C)NS(=O)(=O)c2ccccc2)C1 (stereo unspecified)	-8.0
O=C(CN1CCN(c2ccc(Cl)cc2)CC1)Nc1ccc(F)cc1	-11.4
O=C(CN1CCN(CCOCCO)CC1)N1c2ccccc2Sc2ccc(Cl)cc21	-43.9
CCc1c(C)nc(N)n2c(SCC(=O)N3CCCC(C)C3)nnc12 (stereo unspecified)	-2.5
Cc1noc(C)c1S(=O)(=O)Nc1ccc(C(=O)O)cc1	-25.7
Cc1ccc(Nc2cc(C)nn2-c2nc(C)cc(=O)[nH]2)cc1	-59.3
COC(=O)c1[nH]c2ccc(C)cc2c1NC(=O)C1=COCCO1	16.3
Cc1cc(-c2csc(NC(=O)c3ccc(=O)n(C)n3)n2)c(C)n1CC1CCCO1 (stereo unspecified)	12.9

A second format for part of the listing above:
Compound | GBA activity up
Cc1ccc(Nc2cc(C)nn2-c2nc(C)cc(=O)[nH]2)cc1 | -59.3
O=C(CN1CCN(c2ccc(Cl)cc2)CC1)Nc1ccc(F)cc1 | -11.4
